Source: PubChem (several laboratories)
PostGolgi yeast – phenotypic screen on post-Golgi transport, primary screen | inhibition, % at 10 µM | 98,000 tested, 0.9% active | post-Golgi transport phenotypic cell assay | AID 739, 2007;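 also: yeast cells grown in 1536-well plates; yeast grown about 18 h at 30C before absorbance read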
E coli WT exp – growth inhibitors of wild-type E. coli, primary screen, strain BW25113, expanded library, OD600; OD600 absorbance; growth inhibition, % at 100 µM; 98,000 tested, 0.15% active; AID 710, 2007;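 active = growth inhibition above about 50% at one test dose, limit read from the data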;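 also: growth measured after 20 h incubation at 37 °C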
PostGolgi ctrl – growth inhibition of yeast control strain, primary screen, counter-screen for post-Golgi transport modulator project; inhibition, % at 10 µM; efflux-deficient yeast background strain, growth absorbance A615, 16 h; 98,000 tested, 5% active
S1P2 antag – human S1P2 receptor antagonists, primary screen, cell-based. Sphingosine 1-phosphate receptor 2 (Homo sapiens), O95136. 97,000 tested, 0.21% active. inhibition, % at 5 µM. cell-based S1P2 antagonist assay, inhibition at 5 uM; in the data active = inhibition above about 45%;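 also: CRE beta-lactamase reporter cells expressing human S1P2 stimulated with S1P; 0% = agonist at EC80 alone and 100% = agonist plus reference antagonist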
Target sequence (O95136 whole entry, looked up): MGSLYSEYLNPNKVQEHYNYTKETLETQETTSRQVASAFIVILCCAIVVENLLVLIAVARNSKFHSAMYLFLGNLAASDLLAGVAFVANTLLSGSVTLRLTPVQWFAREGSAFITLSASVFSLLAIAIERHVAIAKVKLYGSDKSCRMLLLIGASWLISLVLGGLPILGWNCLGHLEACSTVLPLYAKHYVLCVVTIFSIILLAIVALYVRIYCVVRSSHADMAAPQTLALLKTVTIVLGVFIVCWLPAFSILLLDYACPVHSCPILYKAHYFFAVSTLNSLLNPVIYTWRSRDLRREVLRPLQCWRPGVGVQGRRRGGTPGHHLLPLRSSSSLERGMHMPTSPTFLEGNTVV
hDAT+cocaine – changed hDAT dopamine uptake under cocaine IC80, either direction, primary screen, cocaine antagonist project, cell-based, LLC-PK1 hDAT, [14C]-dopamine uptake, MLSMR; 110,000 tested, 1.3% active; AID 449768, 2010; Sodium-dependent dopamine transporter (Homo sapiens), Q01959; LLC-PK1 hDAT cells, [14C]-dopamine uptake with cocaine IC80; actives deviate in either direction; B-score at 10 µM;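 active = Z score or B-score, a plate-position-corrected score, falls beyond the plate's 99.7% confidence bounds, in either direction; inactive = both scores lie inside the 99.7% bounds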;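 also: scored against the spread of the other compound wells on the same plate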
Target sequence (Q01959 whole entry, looked up): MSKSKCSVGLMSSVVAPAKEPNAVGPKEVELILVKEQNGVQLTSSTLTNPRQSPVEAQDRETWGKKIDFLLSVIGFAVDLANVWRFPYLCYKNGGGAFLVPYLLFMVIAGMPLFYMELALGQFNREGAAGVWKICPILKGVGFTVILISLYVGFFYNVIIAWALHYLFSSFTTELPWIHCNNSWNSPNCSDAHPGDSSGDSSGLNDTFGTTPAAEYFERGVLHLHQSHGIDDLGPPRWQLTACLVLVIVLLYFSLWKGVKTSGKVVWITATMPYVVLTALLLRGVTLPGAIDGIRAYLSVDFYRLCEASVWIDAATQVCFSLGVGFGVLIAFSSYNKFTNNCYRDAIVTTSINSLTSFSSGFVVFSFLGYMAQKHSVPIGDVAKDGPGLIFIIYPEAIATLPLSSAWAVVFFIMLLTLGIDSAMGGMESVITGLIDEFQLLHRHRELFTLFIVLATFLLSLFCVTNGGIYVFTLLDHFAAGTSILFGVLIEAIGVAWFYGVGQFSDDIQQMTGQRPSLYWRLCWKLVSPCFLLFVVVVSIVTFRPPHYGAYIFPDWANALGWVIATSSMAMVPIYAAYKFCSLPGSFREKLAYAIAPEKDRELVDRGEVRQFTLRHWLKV
Fibroblast inh – antiproliferative effect on LL 47 fibroblasts – human, LL 47 cells, CellTiter-Glo luminescence, primary screen | LL 47 human lung fibroblast viability, ATP luminescence; hits give low values | 85,000 tested, 1.1% active | AID 719, 2007 | viability, % at 10 µM;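 active = viability at or below 50% in the single dose screen; inactive = viability above 50%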;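 also: compound exposure lasted 72 h before the ATP readout; 100% = median luminescence of untreated cell-only wells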
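Material: human lung fibroblast line LL 47, low passage; Evaluation: viability percentage against median untreated-cell control; Buffer or medium: 15% FBS in IMEM; Incubation: 72 h compound exposure at 37 °C after overnight plating; Dosing: 0.1% DMSO in all compound wells; Measured by: CellTiter-Glo luminescence.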
HUVEC prolif 384 – inhibitors of HUVEC proliferation, primary screen, cell-based, 384-well | CellTiter-Glo luminescence, 72 h; hits give low values | viability, % at 10 µM (by protocol) | 86,000 tested, 1.1% active | AID 648, 2007;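 active = viability at or below 30%; inactive = viability above 30%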;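 also: 100% = median luminescence of DMSO-only cell control wells on each plate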
H69AR inhibit – proliferation blockers of H69AR lung cancer cells, primary screen, cell-based, human, 86K library; H69AR lung tumor viability, ATP luminescence, 72 h; hits give low values; viability, % at 10 µM; 85,000 tested, 6% active; AID 598, 2007;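 active = viability at or below 40%; inactive = viability above 40%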;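 also: multidrug resistant small cell line overexpressing MRP-1 efflux transporter; 100% = mean luminescence of untreated control wells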
S1P2 agonist – S1P2 receptor agonists, primary screen, cell-based. S1P2-expressing cell line, agonist reporter read-out. activation, % at 4.5 µM. 97,000 tested, 0.46% active; in the data active = activation above about 16%;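 also: 0% = vehicle low control and 100% = maximal reference agonist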
Starred values were filed as active, the others as inactive; / = not tested or not shown. Rule as the data show it, unless noted: active = inhibition above about 30%; inactive = the rest. Not a hit list; about 11% have a hit in one of these screens.

Each structure is followed by: PostGolgi yeast	E coli WT exp	PostGolgi ctrl	S1P2 antag	hDAT+cocaine	Fibroblast inh	HUVEC prolif 384	H69AR inhibit	S1P2 agonist
(1) CCN(CC)C(=O)c1sc(NC(=O)c2ccoc2C)c(C(=O)OC)c1C
    17.3	-2.0	6.8	/	-0.0268	91.0	104.0	98.9	/
(2) O=C(CCCn1c(=S)[nH]c2cc3c(cc2c1=O)OCO3)N1CCN(C2CCCCC2)CC1
    -3.8	6.0	0.3	-16.1	0.446	/	/	/	-6.2
(3) COc1cccc(C2C(C#N)=C(N)Oc3c2oc(CO)cc3=O)c1 (configuration not stated)
    /	/	/	-14.9	-0.251	105.3	106.4	96.6	-2.1
(4) CCCc1cc(=O)[nH]c(Nc2ccc(N3CCCCC3)cc2)n1
    6.9	8.0	10.6	15.9	-1.58	97.2	112.5	87.5	-6.5
(5) CCCCn1nnnc1SCC(=O)N1CCOCC1
    3.5	-2.0	0.5	-1.7	-0.806	106.8	101.4	92.0	-5.0
(6) COc1ccc(CCNC(=O)c2cc(-c3ccccc3)on2)cc1OC
    0.6	1.0	17.5	-7.9	0.809	92.8	99.1	90.9	-3.3
(7) Cc1cc(C(=O)CSC(C)c2nc3ccccc3c(=O)[nH]2)c(C)n1C (configuration not stated)
    15.1	1.0	15.4	-9.6	-0.848	/	86.6	83.4	-8.6
(8) CC(=O)c1ccc(-n2c(-c3cc(-c4ccco4)[nH]n3)n[nH]c2=S)cc1
    0.5	3.0	1.8	-21.8	-0.622	106.6	103.2	81.0	2.1
(9) COc1ccc(-c2nnn(CC(=O)N(C3CCCC3)C(C)C(=O)NC3CCCC3)n2)cc1OC (configuration not stated)
    -13.3	8.0	2.0	5.3	1.42	99.0	98.9	81.8	-5.5
(10) CCOC(=O)N1CCN(c2ccc3nnnn3n2)CC1
    -3.1	5.0	5.9	-23.4	0.259	89.3	87.3	91.7	-2.1
(11) CCOc1ccc(CC2S/C(=N/c3ccccn3)NC2=O)cc1 (configuration not stated)
    23.9	-8.0	13.5	-1.4	0.246	96.1	72.2	94.3	-7.2
(12) O=C(CCCn1c(SCC(=O)NC2CCCCC2)nc2ccccc2c1=O)NCC1CCCO1 (configuration not stated)
    -1.0	-4.0	7.0	14.5	0.687	99.4	88.5	108.6	-2.3
(13) COC(=O)COc1ccc(S(=O)(=O)NCCC2=CCCCC2)cc1
    -8.3	6.0	2.5	-12.9	-0.202	98.7	32.7	84.8	4.1
(14) O=C(Nc1ccc(S(=O)(=O)N2CCCC2)cc1)c1ccc(CN2CCOCC2)cc1
    0.8	10.0	-3.8	18.9	/	/	/	/	-4.9
(15) CCC(Sc1nc2n[nH]c(C)c2c(=N)n1-c1cccc(Cl)c1)C(=O)NCCOC (configuration not stated)
    -2.5	11.0	5.0	-7.8	1.97*	/	/	/	-3.0
(16) CCSC1=C(C#N)C(c2cccs2)C(C(=O)OC)=C(C)N1 (configuration not stated)
    10.1	15.0	14.3	22.1	-0.338	90.3	91.9	69.0	-7.8
(17) COC(=O)C(Sc1nc(C)cc(C)c1C#N)c1ccccc1 (configuration not stated)
    -0.6	-7.0	16.6	0.3	0.549	/	/	/	-0.6
(18) CC(C)c1[nH]nc2c1C(C(C)C)C(C#N)=C(N)O2 (configuration not stated)
    -2.4	4.0	5.7	12.8	-0.168	98.1	93.1	95.1	-7.9
(19) COc1ccc(C(N)=O)cc1NC(=O)c1cccc(F)c1
    2.3	5.0	2.5	10.4	0.932	97.0	101.5	97.6	-4.4
(20) O=C(NC1CCCC1)c1cccc(NC(=O)c2ccco2)c1
    -6.0	9.0	14.3	5.9	-0.485	90.3	89.5	78.4	-3.5

The final 3 entries of the section above come first, to join the parts:
Each structure is followed by: PostGolgi yeast	E coli WT exp	PostGolgi ctrl	S1P2 antag	hDAT+cocaine	Fibroblast inh	HUVEC prolif 384	H69AR inhibit	S1P2 agonist
(18) CC(C)c1[nH]nc2c1C(C(C)C)C(C#N)=C(N)O2 (configuration not stated)
    -2.4	4.0	5.7	12.8	-0.168	98.1	93.1	95.1	-7.9
(19) COc1ccc(C(N)=O)cc1NC(=O)c1cccc(F)c1
    2.3	5.0	2.5	10.4	0.932	97.0	101.5	97.6	-4.4
(20) O=C(NC1CCCC1)c1cccc(NC(=O)c2ccco2)c1
    -6.0	9.0	14.3	5.9	-0.485	90.3	89.5	78.4	-3.5
(21) CC(C)CNC(=O)c1cccc(NC(=O)c2ccco2)c1
    -3.7	6.0	7.9	0.9	0.0491	98.2	97.2	88.4	-4.3
(22) COC(=O)c1c(C)oc2ccc(NS(=O)(=O)c3cccs3)cc12
    8.5	-3.0	24.8	-25.6	0.0225	97.0	86.5	50.3	-5.2
(23) CSc1cccc(NS(=O)(=O)c2cccc3nsnc23)c1
    19.8	8.0	27.0	/	0.521	93.2	99.5	92.7	/
(24) [O-][n+]1onc2c1CCC1N(O)C(c3ccccc3)CC21O (configuration not stated)
    8.4	6.0	-19.1	-5.4	0.687	87.3	89.2	86.1	-3.2
(25) CN(CC(=O)Nc1ccccc1N1CCOCC1)S(=O)(=O)c1ccc(F)cc1
    -4.7	-2.0	31.1*	-8.2	0.29	105.6	98.3	78.7	-0.1
(26) CCOC(=O)Cc1cc(=O)n2[nH]c(-c3ccc(Cl)cc3)cc2n1
    -5.6	-6.0	-1.3	-1.8	-0.0155	90.2	72.7	95.4	-3.3
(27) O=C(NCC1CCCO1)C1CCN(CC2CCCCC2)CC1 (configuration not stated)
    14.3	-2.0	5.6	/	-0.0189	102.5	105.9	84.6	/
(28) O=C(c1n[nH]c(=O)c2ccccc12)N1CCN(c2ccccc2Cl)CC1
    -1.9	-5.0	49.9*	12.5	-0.235	98.7	88.1	62.0	-5.1
(29) Cc1cc(C)cc(N(CC(=O)NCC2CCCO2)C(=O)CCC(=O)Nc2cc(C)on2)c1 (configuration not stated)
    22.2	-4.0	21.7	14.8	-0.985	100.4	95.5	94.2	-3.0
(30) COc1cc2c(cc1OC)CN(C(=O)c1ccc(OC)c(S(=O)(=O)N3CCOCC3)c1)CC2
    -2.6	7.0	-1.3	-2.1	1.23	105.9	98.9	94.7	-5.5
(31) C#CCSc1nnc(-c2cccc3ccccc23)o1
    /	/	/	-2.2	-0.0568	65.1	63.7	20.9*	-3.5
(32) COc1ccc(Br)cc1C(=O)Nc1cccc(-c2nnc(-c3ccco3)o2)c1
    /	/	/	-1.1	0.556	113.9	47.4	8.6*	-5.0
(33) COc1ccc(NS(=O)(=O)c2cccc3cccnc23)cc1
    /	/	/	-2.1	0.162	90.2	102.0	91.2	-5.0
(34) Cc1cccc2cc(C#N)c(SCC(=O)N3CC(=O)Nc4ccccc43)nc12
    0.1	1.0	-7.8	12.8	-0.129	/	/	/	-0.2
(35) c1ccc(CCc2nc(-c3ccncc3)no2)cc1
    0.8	9.0	21.4	-3.0	-0.404	104.4	107.3	97.6	-2.4
(36) CCn1c(=O)c2c(O)cc(=O)oc2c2ccccc21
    31.5*	-2.0	1.8	-6.8	-0.0146	/	/	/	-5.5
(37) CC12CC(NC(=O)N1c1ccc(C(=O)N3CCN(c4ccc(F)cc4)CC3)cc1)c1ccccc1O2 (configuration not stated)
    1.6	-1.0	-3.5	17.9	1	87.1	75.4	75.0	-3.7
(38) Cc1nc2nc3c(cn2n1)C(=O)CC(C)(C)C3
    -7.7	-2.0	3.0	11.9	0.0423	93.2	104.9	98.7	-6.0
(39) COc1ccc(-c2nnc(N)s2)cc1
    -4.5	13.0	-8.7	12.2	-1.27	92.2	90.3	96.2	-2.6
(40) C=C(C)Cn1c(CCNC(=O)CCC)nc2ccccc21
    4.2	7.0	-5.3	/	0.727	107.4	104.8	103.1	/

Quoted from the listing.
Reading of CCOc1ccc(CC2S/C(=N/c3ccccn3)NC2=O)cc1 (configuration not stated) in PostGolgi yeast: 23.9
Reading of CCSC1=C(C#N)C(c2cccs2)C(C(=O)OC)=C(C)N1 (configuration not stated) in H69AR inhibit: 69.0

(listing goes on)
Each structure is followed by: PostGolgi yeast	E coli WT exp	PostGolgi ctrl	S1P2 antag	hDAT+cocaine	Fibroblast inh	HUVEC prolif 384	H69AR inhibit	S1P2 agonist
(41) Cn1nnnc1SCC(=O)N1CCN(c2cccc(Cl)c2)CC1
    5.9	0.0	14.7	-12.2	-0.18	95.7	97.2	86.5	-4.3
(42) Cc1ccc2c(c1)CCCN2C(=O)c1ccc2c(c1)OCO2
    -14.7	6.0	0.8	-10.9	-0.53	104.9	103.1	105.5	-2.5
(43) Cc1[nH]n(-c2ccccc2)c(=O)c1-c1ccccc1
    -3.2	-5.0	22.6	/	0.00644	/	105.0	104.2	/
(44) CCOC(=O)c1c(NC(=O)CCl)sc(C(=O)N(CC)CC)c1C
    0.3	4.0	15.5	3.3	-0.0882	28.0*	58.6	2.1*	-6.6
(45) O=C(c1ccccc1)N1CCN(Cc2ccccc2Br)CC1
    6.8	5.0	26.8	-27.2	1.96	95.0	96.3	101.5	-2.1
(46) CC(NC(=O)Nc1nnc(C(F)(F)F)s1)N1C(=O)C2C3C=CC(C3)C2C1=O (configuration not stated)
    -0.9	1.0	6.4	4.5	-0.0731	/	/	/	-2.8
(47) COc1ccc(-c2noc(CN3CCN(c4ccccc4)CC3)n2)cc1
    -10.0	-4.0	4.1	-16.9	0.47	101.1	114.1	86.5	-1.4
(48) Cc1c(C(=O)N2CCOCC2)[nH]c2c1C(=O)CC(c1ccccc1Cl)C2 (configuration not stated)
    -1.4	4.0	21.4	-9.8	0.374	62.4	56.5	21.9*	-2.2
(49) COC(=O)c1[nH]c2ccc(C)cc2c1NC(=O)CN1CCc2cc(OC)c(OC)cc2C1
    7.3	-10.0	14.3	17.3	0.903	93.9	83.6	101.7	-2.3
(50) Fc1ccc(-c2nnc(CN3CCN(c4ncc(C(F)(F)F)cc4Cl)CC3)o2)cc1
    -0.2	1.0	6.0	-6.2	1.1	/	/	/	-3.4
(51) CC(C)CNC(=O)COC(=O)c1cc(S(=O)(=O)N2CCCCC2)ccc1N1CCOCC1
    10.2	3.0	9.1	19.6	0.14	104.2	97.0	89.8	-5.6
(52) CC(=O)c1cccc(NC(=O)CC2Oc3ccc(C)cc3NC2=O)c1 (configuration not stated)
    3.7	-5.0	-6.1	19.9	0.173	100.6	100.5	95.8	-4.1
(53) COc1ccc(C(=O)Nc2ccc(Cl)cn2)cc1Cl
    -0.2	1.0	3.3	-0.6	-0.0313	87.9	82.2	72.8	-7.8
(54) CC(=O)c1ccc(CCCCCCCCCC(=O)O)s1
    -1.3	7.0	-7.2	0.0	0.105	97.0	92.1	75.8	-3.4
(55) Cc1nc2ccccc2n1CCc1nc2c3ccccc3nc(=S)n2[nH]1
    0.5	7.0	8.4	-20.4	0.251	84.8	89.5	55.8	-6.4
(56) CCOC(=O)C1=C(O)CSC1=Nc1cccc(Cl)c1
    -0.5	3.0	-5.5	-20.9	0.0292	100.7	98.3	91.2	-7.0
(57) COc1ccc(CN2CCN(C(=O)CN3C(=O)C4C5C=CC(C5)C4C3=O)CC2)c(OC)c1OC (configuration not stated)
    -4.4	-2.0	13.0	-1.3	-0.723	/	/	/	-7.1
(58) CC(NC(N)=O)C(=O)OCc1ccc(Cl)cc1Cl (configuration not stated)
    -2.9	-2.0	0.6	-18.0	-0.0108	93.9	98.3	91.0	-1.4
(59) CC(C)COc1ccc(C(=O)NC(CC(C)C)C(=O)O)cc1 (configuration not stated)
    -2.6	0.0	-0.5	6.2	1.6	112.8	97.6	98.7	-6.2
(60) CCOc1ccccc1C1CC(=O)Nc2cc3c(cc21)OCCO3 (configuration not stated)
    6.7	-5.0	7.7	4.0	-0.663	61.4	51.0	30.2*	-8.1
